Screening results as filed in PubChem.
Mac1 fbg enh: enhancers of human CD11b/CD18 binding to fibrinogen; 93,000 tested, 0.07% active; activation, % at 10 µM; AID 1499; P05107+P11215; K562 CD11b/CD18 adhesion to fibrinogen, ATPlite luminescence;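 active means 10 µM primary screen giving 50% or more activity, confirmed by 40% or more on retest at that dose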; further: strong numbers were not always called active; reference of the scale not given here
Pyk2 oligo antag: blocks oligomerization of human Pyk2 in cells; Q14289; Q293 cells, Pyk2 FERM NanoBiT luminescence; active compounds read low; z-score (the deposit names both 25 µM and 10 µM); 99,000 tested, 0.83% active;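 active means Z-score of -3 or lower, scaled per plate to the spread of control and sample wells; inactive means z-score above -3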;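 further: negative z-score means lost luminescence so less FERM oligomerization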
CYP2C9 inhib: inhibitors of human CYP2C9. P11712. CYP2C9 Supersomes, luciferin-H conversion, luminescence. inhibition, % at 5 µM. 96,000 tested, 20% active. AID 777;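 active means blocking of liver enzyme CYP2C9 beyond about 50% at 5 µM, limit read from the data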; further: values of inactives mirror those of a sister screen read the other way
Target sequence (P11712 whole entry, looked up): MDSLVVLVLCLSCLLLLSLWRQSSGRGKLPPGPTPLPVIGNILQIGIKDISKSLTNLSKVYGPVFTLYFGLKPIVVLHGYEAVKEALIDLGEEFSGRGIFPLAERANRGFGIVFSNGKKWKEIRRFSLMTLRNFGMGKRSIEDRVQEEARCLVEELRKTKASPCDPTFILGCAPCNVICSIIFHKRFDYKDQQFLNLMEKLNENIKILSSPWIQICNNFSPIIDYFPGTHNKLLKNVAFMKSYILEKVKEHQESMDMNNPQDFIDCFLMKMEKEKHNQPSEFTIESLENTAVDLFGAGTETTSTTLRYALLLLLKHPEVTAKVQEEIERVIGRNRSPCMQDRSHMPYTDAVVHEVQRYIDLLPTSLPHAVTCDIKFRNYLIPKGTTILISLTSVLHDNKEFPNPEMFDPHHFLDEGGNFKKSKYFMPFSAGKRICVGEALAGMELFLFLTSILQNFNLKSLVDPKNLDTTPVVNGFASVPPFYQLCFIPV
CYP2C19 inh: human CYP2C19 inhibition; P33261; CYP2C19 Supersomes, luciferin-H EGE luminescence, 30 min; inhibition, % at 5 µM; 96,000 tested, 21% active; AID 778;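 active means CYP2C19 inhibition above a set limit at 5 µM in the primary screen, cut at about 50% in these data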;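 further: plate controls were negative control wells for no effect and 2.5 mM tranylcypromine positive control for full effect; values of inactives mirror those of a sister screen read the other way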
Mac1 fbg inh: inhibitors of human CD11b/CD18 binding to fibrinogen; K562 CD11b/CD18 adhesion to fibrinogen, ATPlite luminescence; Mn2+ added to activate the integrin; inhibition, % at 10 µM; 93,000 tested, 0.54% active;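 active means primary inhibition of 50% or more at 10 µM, then 40% or more on retest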; further: some results filed as inactive read as strong as hits
MT1-MMP txn act: MT1-MMP promoter transcription activation. AID 750. 86,000 tested, 0.16% active. HT1080 MT1-MMP promoter luciferase reporter, luminescence, overnight; active compounds read high. activation factor at 10 µM;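 active means activation factor of at least 2 for MT1-MMP transcription at 10 µM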
CYP2C9 act: CYP2C9 (human) activation; P11712; recombinant CYP2C9, luciferin-H conversion, luminescence; active compounds read high; factor 1 = untreated enzyme, 0 = blocked; activation factor at 5 µM; 96,000 tested, 1.4% active; AID 1024;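 active means activation factor of 2 or more for CYP2C9 at a 5 µM dose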;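 further: 0 = sulfaphenazole-blocked wells and 1 = vehicle-only wells; values of inactives mirror those of a sister screen read the other way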
CYP2C19 activ: increases human CYP2C19 enzyme activity; activation factor at 5 µM; 96,000 tested, under 10 active; recombinant CYP2C19, luciferin-H EGE luminescence; active compounds read high; 0 = fully inhibited enzyme, 1 = untreated enzyme; P33261;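 active means activation factor of at least 2 at 5 µM in the primary screen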;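 further: 0 = wells with 2.5 mM tranylcypromine and 1 = vehicle-only wells; values of inactives mirror those of a sister screen read the other way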
PLAP activator: activates human placental alkaline phosphatase; 96,000 tested, 1.2% active; purified PLAP enzyme, luminescent substrate read-out; active compounds read high; activation fold at 20 µM; in the data active means activation fold above about 2
Target sequence (P05187 whole entry, looked up): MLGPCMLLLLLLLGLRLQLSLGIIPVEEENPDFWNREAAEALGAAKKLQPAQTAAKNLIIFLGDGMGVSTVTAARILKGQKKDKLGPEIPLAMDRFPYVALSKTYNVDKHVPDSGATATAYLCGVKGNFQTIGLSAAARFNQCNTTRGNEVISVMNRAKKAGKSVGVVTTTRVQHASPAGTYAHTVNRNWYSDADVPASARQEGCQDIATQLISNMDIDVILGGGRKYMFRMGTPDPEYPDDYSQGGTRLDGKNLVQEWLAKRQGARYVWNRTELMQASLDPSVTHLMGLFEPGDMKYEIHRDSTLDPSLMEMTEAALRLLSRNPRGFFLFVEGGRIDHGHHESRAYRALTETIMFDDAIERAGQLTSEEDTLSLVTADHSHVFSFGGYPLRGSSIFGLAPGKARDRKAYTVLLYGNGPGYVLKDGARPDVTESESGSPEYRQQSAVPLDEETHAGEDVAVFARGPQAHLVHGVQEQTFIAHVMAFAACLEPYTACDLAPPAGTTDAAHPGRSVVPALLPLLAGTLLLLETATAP
* hit, by the source's call; x = no result given.

SMILES	Mac1 fbg enh	Pyk2 oligo antag	CYP2C9 inhib	CYP2C19 inh	Mac1 fbg inh	MT1-MMP txn act	CYP2C9 act	CYP2C19 activ	PLAP activator
O=c1c2[nH]c3ccccc3c2ncn1CCC1=CCCCC1	0	0.67	34	67*	-7	1.5	0.7	0.3	0.9
N#CC1=C(N)Oc2n[nH]c(-c3cccs3)c2C1c1ccsc1 (centres undefined)	-7	0.3	16	3	8	1.2	0.8	1	1.1
COC(=O)c1ccccc1NC(=O)CN(Cc1ccc(Cl)cc1)S(C)(=O)=O	4	0.55	56*	97*	4	1.2	0.4	0	1.5
Cc1ccc(SCC(=O)NC(=O)NCc2ccco2)c(C)c1	0	2.3	30	27	-38	x	0.7	0.7	1
Brc1c(OCCOCCn2cncn2)ccc2ccccc12	-3	-0.33	95*	99*	-10	1.3	0.1	0	1.5
O=C(c1cccs1)N1CCN(c2ccc(F)cc2)CC1	-2	0.47	5	15	-2	x	0.9	0.8	0.7
CC1Cc2ccccc2N1C(=O)Cn1cc([N+](=O)[O-])cn1 (centres undefined)	6	0.09	1	12	-2	x	1	0.9	0.9
Cc1ccc(NC(=O)c2cc3c(s2)CCC3)cc1S(=O)(=O)N1CCOCC1	-3	-3.2*	0	-34	-3	1.4	1	1.3	1.1
CCOC(=O)C(CC)n1cnc2sc3c(c2c1=O)CCC3 (centres undefined)	x	0.17	-12	-6	x	x	1.1	1.1	1.1
CCOC(=O)Cc1[nH]nc2c1C(c1cccc(OC)c1OC)C(C#N)=C(N)O2 (centres undefined)	8	0.57	41	47	-4	1	0.6	0.5	2.2*
CC(C)(C)C1=C(C#N)C(c2ccc3c(c2)OCO3)C(C#N)=C(N)O1 (centres undefined)	-1	0.42	90*	89*	5	1.2	0.1	0.1	1
COCc1cc(=O)[nH]c(Nc2nc(C)c3cc(OC)ccc3n2)n1	-3	x	22	-1	-54	1.1	0.8	1	2.1*
CCOC(=O)c1oc2nc(C(C)C)c3c(c2c1N)CC(C)(C)OC3	1	-0.04	18	2	-10	0.9	0.8	1	1.1
COc1ccc(N2CCN(Cc3cc(=O)oc4cc(C)c(Cl)cc34)CC2)cc1	70	-0.39	-5	-3	-9	1.1	1	1	0.9
Cc1ccc(SCc2[nH]nc3c2C2(C(=O)N(C)c4ccccc42)C(C#N)=C(N)O3)cc1 (centres undefined)	2	0.29	13	27	-6	1.2	0.9	0.7	2*
Cn1c(C2CC(=O)N(Cc3ccccc3)C2)nc2ccccc21 (centres undefined)	17	x	14	76*	-20	x	0.9	0.2	1.2
Cc1cc(NC(=O)c2cc(-c3ccc(C)s3)nc3ccccc23)no1	-1	x	86*	67*	-4	x	0.1	0.3	1
c1coc(CN2CCN(C(c3cccs3)c3nnnn3C3CCCC3)CC2)c1 (centres undefined)	2	0.26	21	28	-2	1.3	0.8	0.7	1.4
COc1ccc(S(=O)(=O)N(C)CC(=O)NC2CCCCC2)cc1Cl	0	1.9	-141	53*	-2	1.1	2.4*	0.5	1
CCOC(=O)N1CCC(NC(=O)C2CCN(S(=O)(=O)c3cnc[nH]3)CC2)CC1	-5	-0.06	-8	1	-17	1.2	1.1	1	1
CCCCCCOc1ccc(OCC(O)CN2C(=O)NC(C)(C)C2=O)cc1 (centres undefined)	1	0.65	14	15	-9	1.4	0.9	0.9	1.2
Cc1ccc2cc3c(NC(=O)C(C)C)nn(C)c3nc2c1	-3	0.17	70*	37	5	1	0.3	0.6	1.1
CCn1nc(NC(=O)c2ccccn2)c2cc3cccc(C)c3nc21	-5	-0.81	7	2	-8	1.1	0.9	1	1
CCC(=O)Nc1ccccc1Oc1ccccc1	3	0.64	34	49	-9	1	0.7	0.5	1.3
COc1ccccc1CNC(=O)Cn1cccc1	3	-0.18	-9	38	-7	1.1	1.1	0.6	0.9

An excerpt from above in order of their number in MT1-MMP txn act, rising.
SMILES	Mac1 fbg enh	Pyk2 oligo antag	CYP2C9 inhib	CYP2C19 inh	Mac1 fbg inh	MT1-MMP txn act	CYP2C9 act	CYP2C19 activ	PLAP activator
CCOC(=O)c1oc2nc(C(C)C)c3c(c2c1N)CC(C)(C)OC3	1	-0.04	18	2	-10	0.9	0.8	1	1.1
Cc1ccc2cc3c(NC(=O)C(C)C)nn(C)c3nc2c1	-3	0.17	70*	37	5	1	0.3	0.6	1.1
CCn1nc(NC(=O)c2ccccn2)c2cc3cccc(C)c3nc21	-5	-0.81	7	2	-8	1.1	0.9	1	1

Results in CYP2C9 act and CYP2C19 inh, for 3 of the compounds above:
mol	CYP2C9 act	CYP2C19 inh
COc1ccc(N2CCN(Cc3cc(=O)oc4cc(C)c(Cl)cc34)CC2)cc1	1	-3
Cc1ccc(SCc2[nH]nc3c2C2(C(=O)N(C)c4ccccc42)C(C#N)=C(N)O3)cc1 (centres undefined)	0.9	27
Cn1c(C2CC(=O)N(Cc3ccccc3)C2)nc2ccccc21 (centres undefined)	0.9	76*

Later entries
SMILES	Mac1 fbg enh	Pyk2 oligo antag	CYP2C9 inhib	CYP2C19 inh	Mac1 fbg inh	MT1-MMP txn act	CYP2C9 act	CYP2C19 activ	PLAP activator
Cc1ccc(C(O)c2nccn2C)o1 (centres undefined)	-1	-0.82	5	8	0	0.9	0.9	0.9	1.4
CN(C)CCCOC(=O)c1ccccc1	-3	2.1	-11	-16	2	1.1	1.1	1.2	1.1
COc1ccc(NC(=O)c2ccc(N(C)S(C)(=O)=O)cc2)cc1OC	1	0.18	-28	30	9	1.4	1.3	0.7	1.2
CC(=O)NC(CCS(C)(=O)=O)C(=O)Nc1cccc(Cl)c1Cl (centres undefined)	0	x	5	1	-14	1.1	0.9	1	1.2
COC(=O)CSc1n[nH]c(-c2ccncc2)n1	-3	-1	65*	61*	-3	1.1	0.4	0.4	1
Cc1cc(C(=O)OCC(=O)NC2CCS(=O)(=O)C2)c(C)n1-c1ccccc1 (centres undefined)	-6	2.3	-18	4	11	1	1.2	1	1.8
O=[N+]([O-])c1cccc(/C=C/c2nc3ccc([N+](=O)[O-])cc3[nH]2)c1	1	-2	4	9	-16	x	1	0.9	0.9
CC(=O)C1=C(O)C(=O)N(CCc2c[nH]c3ccccc23)C1c1ccco1 (centres undefined)	-1	-0.01	21	-12	1	1.1	0.8	1.1	1.1
O=C(COC(=O)c1ccc(S(=O)(=O)NCc2ccco2)cc1)Nc1ccccc1OC(F)F	1	-0.19	76*	5	3	1.1	0.2	1	1.2
O=C(COC(=O)CCS(=O)(=O)c1ccc(Cl)cc1)NC1CCCCC1	0	1.4	-4	8	-23	1.2	1	0.9	1.1
Cc1ccc(C(=O)/C=C/c2ccc3c(c2)OCO3)o1	-8	0.37	34	54*	16	x	0.7	0.5	0.8
COc1cccc(N(CC(=O)NCCSc2ccccc2)S(C)(=O)=O)c1	-4	0.53	56*	93*	1	1.1	0.4	0.1	0.9
N#Cc1c(NC(=O)COC(=O)c2ccc(F)cc2)sc2c1CCC2	-3	1.7	15	1	-6	x	0.8	1	1.1
Cc1nn(-c2ccc(Cl)c(Cl)c2)c(=O)c2ccccc12	x	0.56	3	7	x	x	1	0.9	1.1
C=CCN(CC=C)S(=O)(=O)c1ccc2nc(NC(=O)C(C)C)sc2c1	-2	-3	93*	81*	12	0.6	0.1	0.2	0.9
N#Cc1c(NC(=O)CSc2nnnn2C2CCCCC2)sc2c1CCCC2	-3	0.39	67*	43	11	1.1	0.3	0.6	1.2
COC(C(=O)Nc1ccccc1F)c1ccccc1 (centres undefined)	4	1.7	-13	66*	-19	0.9	1.1	0.3	1.1
NC(=O)CN1CCOCCN(CC(N)=O)CCOCC1	0	x	-1	-6	-1	1.2	1	1.1	1.2
O=S(=O)(c1ccc(S(=O)(=O)N2CCCC2)cc1)N1CCCCCC1	-6	0.05	8	19	-4	1.1	0.9	0.8	0.9
CC(=O)c1cccc(-n2nnnc2SCC(=O)N2CCCC2)c1	2	0.29	-21	-11	5	1	1.2	1.1	1.1
O=C(CC(c1ccc(F)cc1)c1ccco1)N1CCOCC1 (centres undefined)	0	0.68	2	74*	-3	1.2	1	0.3	1.3
O=C(CCn1cccc1)NC1CCCc2ccccc21 (centres undefined)	-1	0.29	2	12	-7	0.9	1	0.9	0.9
CC(C)N(C(=O)NC(=O)NCC1CCCO1)S(C)(=O)=O (centres undefined)	0	0.4	-9	4	-15	1.2	1.1	1	0.9
COC(=O)CC(NC(=O)c1ccc(C)cc1)c1ccc2c(c1)OCO2 (centres undefined)	-5	-1.1	68*	78*	-3	1.3	0.3	0.2	1.1
O=C(c1c[nH]c2ccccc12)C(O)C(c1ccccc1)N1CCOCC1 (centres undefined)	4	0.5	7	14	-13	1.3	0.9	0.9	0.8
SMILES	Mac1 fbg enh	Pyk2 oligo antag	CYP2C9 inhib	CYP2C19 inh	Mac1 fbg inh	MT1-MMP txn act	CYP2C9 act	CYP2C19 activ	PLAP activator
Cn1c(=O)c2c(ncn2Cc2ccc(Cl)c(Cl)c2)n(C)c1=O	-5	-1.3	61*	92*	48	1.1	0.4	0.1	1
O=C(O)Cn1nc2ccccc2n1	-2	0.65	0	-4	-12	1	1	1	0.8
CCOC(=O)N1CCN(C(=O)CN(C2CCCCC2)S(=O)(=O)c2ccc(F)cc2)CC1	-5	0.82	-9	-5	10	1.1	1.1	1.1	1.6
CC1CCCCN1C(=O)CSc1ccc(-c2ccc(F)cc2)nn1 (centres undefined)	1	0.56	35	61*	0	1.5	0.7	0.4	1.5
COc1ccc(-n2sc3c(c2=S)-c2cc(OC)ccc2NC3(C)C)cc1	5	-1.2	82*	49	-25	x	0.2	0.5	1.1
CCOc1nc(C#N)nc(N2CCCCC2)n1	x	2.6	-13	-10	x	1	1.1	1.1	1
CN(C)/C=C(\C#N)C(=O)Nc1ccc(F)cc1	x	-0.05	-7	2	x	x	1.1	1	0.9
CCCCc1ccc(Nc2nc(CCC)cc(=O)[nH]2)cc1	-9	-1	20	6	65	1	0.8	0.9	1.2
O=C(CCN1C(=O)C2C3C=CC(C3)C2C1=O)Nc1ccccc1F (centres undefined)	3	-0.65	-2	56*	-17	1.2	1	0.4	1.1
O=C(NCCN1CCc2ccccc2C1)C1CCN(S(=O)(=O)N2CCCCC2)CC1	-1	0.02	13	-1	-5	1.2	0.9	1	1.5
CCOC(=O)CC(=O)CSc1ncnc2c1oc1ccccc12	-2	-0.61	39	44	8	1.1	0.6	0.6	1.1
O=C1OCCC1N1C(=O)c2ccccc2S1(=O)=O (centres undefined)	-3	-0.14	-2	-8	-8	1.1	1	1.1	1.1
O=C(Nc1ccc(/C=C/c2nc3ccccc3o2)cc1)c1c(F)cccc1F	-5	-1.4	29	44	-12	x	0.7	0.6	1.3
CCn1c(=O)c2ccccc2n2c(SCC(=O)NCc3cccs3)nnc12	-4	0.16	9	-4	4	0.9	0.9	1	1.1
Cn1nnnc1SCC(=O)Nc1ccccc1-c1ccccc1	3	-0.73	29	37	-9	1.1	0.7	0.6	0.8
COc1cccc(-c2nnc3sc(-c4ccco4)nn23)c1	-2	-0.58	-12	4	23	1.4	1.1	1	1.1
CCCCC1C(C#N)=C(C)NC2=C1C(=O)CC(C)(C)C2 (centres undefined)	-6	-0.88	86*	90*	0	1.2	0.1	0.1	1
Cc1cc(C)n(CC(O)CN2C(=O)NC(C)(C)C2=O)n1 (centres undefined)	-3	0.71	4	28	x	1.1	1	0.7	1
Cc1ccc(N=Cc2c(O)n(C)c(=O)n(C)c2=O)nc1	7	0.43	23	27	42	1.2	0.8	0.7	1
O=C(CN1C(=O)c2ccccc2C1=O)N1CCN(c2nnc(-c3ccccc3)c3ccccc23)CC1	x	0.53	-4	-14	x	1.1	1	1.1	0.8
O=C(NCCc1ccccc1)c1cc(S(=O)(=O)N2CCOCC2)ccc1F	3	0.19	54*	6	1	x	0.5	0.9	1.5
CCOC(=O)C1CCN(C(=O)c2cccnc2)CC1	-6	-0.61	-2	29	-2	1.1	1	0.7	1
O=C(NCc1ccccc1Cl)c1ccc(Cn2cc(C(F)(F)F)ccc2=O)cc1	x	-0.49	14	13	x	x	0.9	0.9	1.1
COc1ccc(-c2noc(CN3CCCCC3)n2)cc1OC	x	-0.4	12	-2	x	1.1	0.9	1	0.9
